GRP78 ERSR act – qHTS for Inducers of the Endoplasmic Reticulum Stress Response (ERSR) in Human Glioma: qHTS; hit rate 0.02% among 420,000; U87-MG GRP78 promoter luciferase reporter, 16 h; Potency, µM, for inactives: top-dose activation, most hits filed as activators; also: potency is read from the fitted curve at half-maximal effect; series mostly up to about 76 µM; % of control where 0% means no effect; nearly all actives have a fitted effect of over 35% in size
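Stably transfected U87-MG human glioma cells carrying a GRP78-based luminescent sensor were seeded at 1000 cells/well, pin-dosed with compounds and incubated 16 h. Luciferase reagent was then added, and end-point luminescence was read after 10 min at room temperature.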
D2 PAM – HTS Assay for Positive Allosteric Modulators of the Human D2 Dopamine Receptor: Primary Screen for Potentiators. D(2) dopamine receptor (Homo sapiens), P14416. HEK293 T-REx D2, calcium flux, EC20 dopamine potentiation. potentiation, % at 10 µM. hit rate 0.34% among 340,000. AID 485347, 2010;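 active = potentiation over 3 SD above the plate norm, cut at about 30% in these data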; also: 0% is about no effect
Target sequence (P14416 whole entry, looked up): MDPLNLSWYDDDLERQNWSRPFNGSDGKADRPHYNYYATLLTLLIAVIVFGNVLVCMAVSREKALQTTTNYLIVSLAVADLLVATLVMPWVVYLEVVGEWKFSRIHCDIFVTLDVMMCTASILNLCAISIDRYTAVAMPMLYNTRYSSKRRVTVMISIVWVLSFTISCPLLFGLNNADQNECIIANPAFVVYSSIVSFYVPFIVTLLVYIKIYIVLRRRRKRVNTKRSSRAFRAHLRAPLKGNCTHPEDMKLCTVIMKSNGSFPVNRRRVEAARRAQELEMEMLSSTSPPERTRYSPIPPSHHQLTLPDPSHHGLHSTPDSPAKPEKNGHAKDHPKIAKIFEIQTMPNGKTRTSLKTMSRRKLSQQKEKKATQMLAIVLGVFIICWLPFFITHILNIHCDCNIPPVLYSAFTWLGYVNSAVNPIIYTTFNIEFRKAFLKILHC
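Cells plated with tetracycline inducer and held overnight at 30 C; calcium dye loaded 30–90 min at room temperature; baseline taken, compound added and read 180 s; EC20 dopamine then added and read 180 s.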
RXFP1 antagonist – qHTS Assay for Antagonists of the Relaxin Receptor RXFP1 | activity change, negative = inhibition, % at 57.5 µM | HEK293-RXFP1, relaxin-stimulated cAMP HTRF, 30 min; hits give low values | Relaxin receptor 1 (Homo sapiens), Q9HBX9 | hit rate 0.59% among 350,000;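 active = activity change of -60% or lower, but not beyond a set lower limit; inconclusive = change between -60% and -40%, or beyond the set limit; inactive = change above -40%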; also: % is scaled to controls: 0 for no effect and ±100 for the full control effect
D1 ag – Allosteric Agonists of the Human D1 Dopamine Receptor: qHTS; D(1A) dopamine receptor (Homo sapiens), P21728; HEK293 T-REx D1 cells, calcium flux, agonist mode; activation, % at 2 µM; hit rate 1% among 360,000; AID 504660, 2011; in the data active = activation above about 30%; also: 0% is about no effect
Target sequence (P21728 whole entry, looked up): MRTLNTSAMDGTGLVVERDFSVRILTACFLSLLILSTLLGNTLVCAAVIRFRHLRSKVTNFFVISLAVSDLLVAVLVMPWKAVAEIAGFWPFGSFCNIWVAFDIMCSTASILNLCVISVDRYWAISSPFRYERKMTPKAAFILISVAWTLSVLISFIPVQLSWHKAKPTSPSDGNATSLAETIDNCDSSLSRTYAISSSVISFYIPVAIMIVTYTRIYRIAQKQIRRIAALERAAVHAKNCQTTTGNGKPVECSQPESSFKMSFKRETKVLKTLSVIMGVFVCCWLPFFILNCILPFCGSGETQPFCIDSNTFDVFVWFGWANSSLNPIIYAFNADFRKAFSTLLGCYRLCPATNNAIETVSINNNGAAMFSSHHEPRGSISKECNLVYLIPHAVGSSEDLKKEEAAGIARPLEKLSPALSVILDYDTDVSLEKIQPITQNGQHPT
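Inducible HEK293 T-REx D1 cells, force-coupled to calcium signalling, were plated at 4000 cells/well with tetracycline and held overnight at 30 C. After no-wash calcium dye loading, compound-evoked calcium rise over 180 s flagged agonists.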
Vif-A3F inh – qHTS for Inhibitors of Vif-A3F Interactions: qHTS | Potency, µM (top dose mostly 46.1 µM), for the others: at the highest dose activity, negative = active | hit rate 0.2% among 390,000 | HeLa A3F-eYFP + Vif (tagged APOBEC3F with the HIV-1 protein that degrades it), YFP fluorescence increase; also: potency is read from the fitted curve at half-maximal effect; % of control where 0% means no effect; nearly all actives have a fitted effect of over 65% in size
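Fluorescence increase (Ex 488/Em 500-530) after overnight compound treatment at 37 deg C flags inhibition of Vif-driven A3F-eYFP loss in stable HeLa A3F-eYFP/Vif cells seeded overnight beforehand.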
D1 antag – Antagonist of Human D 1 Dopamine Receptor: qHTS; D(1A) dopamine receptor (Homo sapiens), P21728; HEK293 TREx D1 cells, calcium flux, dopamine EC80; hits give low values; activity change, negative = inhibition, % at 10 µM; hit rate 3.2% among 360,000; AID 504652, 2011; in the data active = activity change below about -30%; also: % is scaled to controls: 0 for no effect and ±100 for the full control effect
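Using tetracycline-induced force-coupled D1 Hek293 cells and a calcium dye, signals were followed for 180 s after compound, then for 180 s after EC80 dopamine, to detect inhibitors.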
RXFP1 ag – qHTS Assay for Agonists of the Relaxin Receptor RXFP1; Relaxin receptor 1 (Homo sapiens), Q9HBX9; HEK293T-RXFP1 cAMP TR-FRET, 30 min; response scale: percent of porcine relaxin response, buffer zero; Potency, µM (titrated, usually from 57.5 µM), inactives show top-dose activation, hits mostly activators; hit rate 0.3% among 370,000; AID 2676, 2010; also: potency is read from the fitted curve at half-maximal effect; % is scaled to controls: 0 for no effect and ±100 for the full control effect; nearly all actives have a fitted effect of over 60% in size; many of its hits are not listed in these tables
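cAMP rise read by TR-FRET after 30 min, 37C compound exposure (up to 58 uM) in RXFP1-transfected HEK293 cells with Ro 20174 present. EC50 from Hill-equation fits, with 29 nM porcine relaxin as 100% and buffer as basal.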
D1 potentiator – Potentiators of Human D1 Dopamine Receptor: qHTS | hit rate 0.036% among 360,000 | HEK293 TREx D1 cells, calcium flux, dopamine EC20 potentiation | D(1A) dopamine receptor (Homo sapiens), P21728 | potentiation, % at 10 µM; in the data active = potentiation above about 30%; also: 0% is about no effect
Vif-A3G inh – qHTS for Inhibitors of Vif-A3G Interactions: qHTS. DNA dC->dU-editing enzyme APOBEC-3G (Homo sapiens), Q9HC16. AID 602310, 2012. HeLa A3G-eYFP + Vif (tagged APOBEC3G with the HIV-1 protein that degrades it), YFP fluorescence, overnight. Potency, µM (top dose mostly 46.1 µM), for the others: at the top dose activity, negative = active, actives largely listed as inhibitors. hit rate 0.076% among 410,000;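 also: potency is read from the fitted curve at half-maximal effect; % is scaled to controls: 0 for no effect and ±100 for the full control effect; nearly all actives have a fitted effect of over 60% in size; hits raise eYFP signal because A3G escapes Vif-driven loss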
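HeLa cells stably expressing Vif and C-terminally eYFP-tagged A3G, seeded overnight at 37 deg C, then exposed to compound by pintool overnight at 37 deg C. Rise in yellow fluorescence (Ex 488/Em 500-530, Acumen) marks blocked Vif-driven A3G degradation.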
Numbers without * were called inactive; ? = inconclusive; nt = not tested or not shown. Unless noted, calls follow the shape of the dose curve; as a rule, active = well fitted curve in the direction sought with a large enough effect; inconclusive = small, poorly fitted or top-dose-only effect, or another doubt; inactive = no such curve, though single readings can be large; an effect the other way counts as inactive or inconclusive. These rows are one share of the data. The share of hits here may be higher or lower than overall.

item	compound	GRP78 ERSR act	D2 PAM	RXFP1 antagonist	D1 ag	Vif-A3F inh	D1 antag	RXFP1 ag	D1 potentiator	Vif-A3G inh
1	COc1ccc(NC(=O)CCCc2nnc3n(C(C)C)c(=O)c4sccc4n23)cc1Cl	-2%	-5	-6	4	-7%	-8	5.9%	-5	-4%
2	CN(CCNC(=O)C1CC(=O)N(c2ccc(F)c(Cl)c2)C1)Cc1ccccc1 (stereo not drawn)	-4%	-11	9	19	0%	12	-0.4%	-15	-1%
3	CC(C)C(=O)Nc1cccc(-c2nc3ccccc3o2)c1	-5%	-15	3	-1	0%	15	0.6%	-8	1%
4	CC(C)CNC(=O)COC(=O)c1c2c(nc3ccccc13)/C(=C\c1cccs1)CC2	4%	nt	-10	nt	?	nt	nt	nt	-16%
5	COCCc1nn2c(=O)cc(COC(=O)c3ccco3)nc2s1	-2%	-1	nt	2	-2%	2	9.4%	-5	1%
6	CC(C)c1ccc(NC(=O)C2CCCN(S(=O)(=O)c3cnc[nH]3)C2)cc1 (stereo not drawn)	-2%	20	nt	1	-2%	3	-2.0%	nt	-1%
7	CC(C)(Oc1ccc(Cl)cc1)C(=O)OCc1nc2ccsc2c(=O)[nH]1	-5%	-2	-14	1	5%	-11	6.6%	-1	0%
8	C[C@@H]1CN([C@@H](C)CO)C(=O)c2c(c3ccccc3n2C)-c2ccccc2CO[C@H]1CN(C)C(=O)[C@H](Cc1ccccc1)N(C)C	-3%	nt	-6	nt	4%	nt	nt	nt	-1%
9	COc1ccc(CNS(=O)(=O)c2ccc3c(c2)NC(=O)C(C)S3)cc1 (stereo not drawn)	-5%	15	18	12	4%	21	-2.8%	0	2%
10	COc1ccccc1CN1CCN(S(=O)(=O)c2ccccc2)CC1	-5%	-5	1	-2	-2%	-7	0.1%	-6	0%
11	NC(=O)CC(NC(=O)c1ccc(Br)cc1)c1ccc(NC2CCCCCCC2)c([N+](=O)[O-])c1 (stereo not drawn)	-1%	-5	nt	0	-21%	2	-1.1%	0	3%
12	C/C(=N\NC(N)=O)C1CC(CC(C)C)C(=O)O1 (stereo not drawn)	-1%	8	8	8	4%	7	-0.1%	-4	-8%
13	COCc1cc(C)nc(OCC(=O)N/N=C/c2ccc(C)o2)c1C#N	1%	-6	-9	9	2%	7	1.1%	-7	-1%
14	Fc1ccc(NC(=S)NCCc2ccccn2)cc1	1%	18	1	0	-8%	-12	-0.7%	-1	0%
15	CC1(C(=O)N/N=C/c2ccccc2)CC1(Cl)Cl (stereo not drawn)	1%	2	-9	6	7%	2	1.5%	-2	0%
16	CC1CC(C)CN(S(=O)(=O)CCNC(=O)c2ccc3c(c2)OCO3)C1 (stereo not drawn)	-5%	-1	-10	1	1%	-17	1.1%	-8	0%
17	O=C(c1cnc(Cl)c(Cl)c1)N1CCC(Cc2ccccc2)CC1	-2%	-14	?	1	5%	-9	0.5%	-1	1%
18	COc1ccccc1NC(=O)c1c(NC(=O)c2ccccc2F)sc2c1CCC2	-2%	9	-3	1	3%	1	-0.5%	0	0%
19	CCN(CC)CCNC(=O)CCn1c(=O)c2cccn2c2cccnc21	-1%	-2	8	8	-16%	-3	7.2%	5	-5%
20	CCOc1cccc(C2c3c(oc4cc(C)c(C)cc4c3=O)C(=O)N2CCCN(C)C)c1 (stereo not drawn)	nt	16	nt	8	nt	11	0.2%	nt	nt
21	Cc1cc([N+](=O)[O-])nn1CCCC(=O)Nc1sc2c(c1C(N)=O)CCCC2	-2%	8	1	0	-13%	7	0.3%	-7	-3%
22	O=C(CC1CCCC1)Nc1ccc(Br)cc1	1%	5	-13	-2	10%	10	0.1%	-6	-5%
23	NC(=O)C1(N2CCCCC2)CCN(Cc2nc3ccccc3c(=O)[nH]2)CC1	-2%	-6	17	3	1%	5	2.7%	-7	2%
24	CC(Oc1ncnc2ccccc12)C(=O)Nc1cccc(S(=O)(=O)N2CCOCC2)c1 (stereo not drawn)	-2%	6	nt	1	-8%	8	12%	-7	0%
25	COc1cc([N+](=O)[O-])c2nc(C(=O)O)ccc2c1	-1%	nt	0	nt	-2%	nt	nt	nt	0%
26	CC1(C)Cc2ccccc2-c2nnnn21	-5%	-6	10	4	2%	4	2.7%	-1	1%
27	Cc1nn(CC2CC2)c(=O)n1-c1ccc(Oc2ccccc2)cc1	-3%	0	-13	8	3%	nt	-1.2%	-4	-3%
28	CCCS(=O)c1nc(C)cc(C)c1S(C)(=O)=O (stereo not drawn)	-3%	11	-16	5	21%	0	-0.3%	0	3%
29	CCOC(=O)CSc1n[nH]c(NC(=O)CC)n1	-1%	18	2	2	4%	-6	3.0%	6	1%
30	Cc1ccccc1Nc1sc(C(=O)c2ccc3c(c2)OCO3)c(N)c1S(=O)(=O)c1ccccc1	-2%	nt	nt	6	-2%	0	-0.7%	2	-9%

Single records, from the list above. Order of values: GRP78 ERSR act, D2 PAM, RXFP1 antagonist, D1 ag, Vif-A3F inh, D1 antag, RXFP1 ag, D1 potentiator, Vif-A3G inh
`CCCS(=O)c1nc(C)cc(C)c1S(C)(=O)=O` (stereo not drawn) reads -3%, 11, -16, 5, 21%, 0, -0.3%, 0, 3%
`COc1ccc(CNS(=O)(=O)c2ccc3c(c2)NC(=O)C(C)S3)cc1` (stereo not drawn) reads -5%, 15, 18, 12, 4%, 21, -2.8%, 0, 2%
`O=C(CC1CCCC1)Nc1ccc(Br)cc1` reads 1%, 5, -13, -2, 10%, 10, 0.1%, -6, -5%
`CC1CC(C)CN(S(=O)(=O)CCNC(=O)c2ccc3c(c2)OCO3)C1` (stereo not drawn) reads -5%, -1, -10, 1, 1%, -17, 1.1%, -8, 0%
`O=C(c1cnc(Cl)c(Cl)c1)N1CCC(Cc2ccccc2)CC1` reads -2%, -14, ?, 1, 5%, -9, 0.5%, -1, 1%

Back to the main list, repeating the 3 entries before the break.
item	compound	GRP78 ERSR act	D2 PAM	RXFP1 antagonist	D1 ag	Vif-A3F inh	D1 antag	RXFP1 ag	D1 potentiator	Vif-A3G inh
28	CCCS(=O)c1nc(C)cc(C)c1S(C)(=O)=O (stereo not drawn)	-3%	11	-16	5	21%	0	-0.3%	0	3%
29	CCOC(=O)CSc1n[nH]c(NC(=O)CC)n1	-1%	18	2	2	4%	-6	3.0%	6	1%
30	Cc1ccccc1Nc1sc(C(=O)c2ccc3c(c2)OCO3)c(N)c1S(=O)(=O)c1ccccc1	-2%	nt	nt	6	-2%	0	-0.7%	2	-9%
31	COc1ccccc1-c1nnc(NC(=O)c2ccc(S(=O)(=O)N3CCCC3)cc2)o1	-3%	17	3	3	-3%	10	1.8%	-2	2%
32	O=C1CC(C2CCCO2)C(=O)N1c1ccc(Cl)c(Cl)c1 (stereo not drawn)	-8%	6	1	2	7%	28	0.0%	5	5%
33	CC(C)COC(=O)N1CCCC1C(=O)O (stereo not drawn)	-4%	-7	3	-1	-11%	-5	-0.2%	-9	4%
34	Cc1nnc(NC(=O)CSc2nnc(Cc3cccn3C)n2-c2ccccc2)s1	1%	-3	-8	3	-1%	10	0.0%	-9	0%
35	Cc1cccc(NC(=O)CSCC(=O)Nc2ccccc2C(=O)N2CCCCC2)c1	0%	nt	0	nt	2%	nt	nt	nt	0%
36	CCN(CC)S(=O)(=O)c1cc(NC(=O)COC(=O)c2c(C)noc2C)ccc1C	0%	5	2	15	-5%	-30	0.5%	nt	10%
37	COc1ccc(Cn2ccc3nc(C)c(C(=O)Nc4ccc(OC(F)(F)F)cc4)cc3c2=O)cc1	-5%	-9	-14	3	-3%	-2	-0.8%	-4	-1%
38	Cc1ccc(-c2cn(CCN)c(-c3ccc(Cl)nc3)n2)cc1	-1%	9	nt	0	0%	9	0.0%	-5	-5%
39	CS(=O)(=O)c1ccc(C(=O)NC2CCOC2=O)cc1 (stereo not drawn)	-3%	7	-10	10	0%	0	1.7%	11	2%
40	CC(=O)c1ccc(C(=O)Nc2ccc(N3CCOCC3)cc2)cc1	-1%	9	-20	3	-5%	-1	-0.9%	5	1%
41	COc1cc(CN=Cc2c(O)n(Cc3ccccc3)c(=S)[nH]c2=O)cc(OC)c1	1%	3	-12	4	-9%	5	-2.8%	7	-14%
42	O=C(Nc1ccnn1C1CCN(CC2CC=CCC2)CC1)c1ccccc1Cl (stereo not drawn)	0%	-7	-6	2	-2%	-13	-2.6%	-3	-1%
43	CNC(=O)c1ccc(-c2ccc(OC)cc2)s1	-2%	-7	-14	0	-17%	-8	5.0%	-7	-4%
44	Cc1oc(-c2ccc(Cl)cc2)nc1CS(=O)CC(=O)NCc1ccc2c(c1)OCO2 (stereo not drawn)	-4%	-4	-4	9	7%	10	1.4%	5	0%
45	COc1ccc2cc3c(N)nn(C(=O)c4cccc([N+](=O)[O-])c4)c3nc2c1	-1%	-2	-3	0	7%	4	0.0%	-1	3%
46	O=C(CC1C(=O)NCCN1Cc1ccc(-c2ccccc2)cc1)NCCCn1ccnc1 (stereo not drawn)	-4%	5	3	1	-1%	0	0.8%	-11	-1%
47	O=C(c1ccccn1)C1CCCN(Cc2cn[nH]c2-c2cc3ccccc3o2)C1 (stereo not drawn)	-1%	1	-1	0	1%	28	-2.0%	6	?
48	CS(=O)(=O)N1CCc2cc(-c3csc(NC(=O)Cc4cccs4)n3)ccc21	-5%	-3	8	5	-1%	5	1.0%	-8	3%

Screening data deposited in PubChem by National Center for Advancing Translational Sciences (NCATS).
